# Bioassay records deposited in PubChem by National Center for Advancing Translational Sciences (NCATS).
# BAZ2B inh – qHTS Assay for Inhibitors of BAZ2B; Bromodomain adjacent to zinc finger domain protein 2B (Homo sapiens), Q9UIF8; AlphaScreen BAZ2B-H3K14Ac peptide displacement; Potency, µM (highest dose often 114 µM), without a hit: at the highest dose activity change, negative = inhibition, actives largely listed as inhibitors; hit rate 4.4% among 360,000; AID 504333, 2011; further: potency means the concentration at half of the fitted maximal effect; on the % scale 0 is the no-effect control and ±100 the full control effect; nearly all actives have a fitted effect of over 60% in size
#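 Protein-peptide AlphaScreen: BAZ2B 50 nM, b-H3K14Ac 50 nM, 1x PBS pH 7.4 + 0.01% Tween-20. Preincubation 30 min RT; cpd 30 min RT (top 110 uM); beads 20 min RT, light-protected.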
# ALOX12 inh – Primary qHTS assay for inhibitors of human arachidonate 12S-lipoxygenase (ALOX12): Round 2 | Polyunsaturated fatty acid lipoxygenase ALOX12 (Homo sapiens), P18054 | purified 12hLO, xylenol orange hydroperoxide absorbance | Potency, µM (top dose mostly 108 µM), inactives show at the highest dose activity change, negative = inhibition, usual class: inhibitors | hit rate 1.1% among 580,000; further: potency means the concentration at half of the fitted maximal effect; on the % scale 0 is the no-effect control and ±100 the full control effect
#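 Purified human 12hLO at 150 nM in 25 mM Hepes, 0.01% Triton X-100, pH 7.0, preincubated 15 min at room temperature with compound. Reaction started with 40 uM arachidonic acid, 30 min at room temperature. Hydroperoxide measured by Fe-xylenol orange, 573/405 nm absorbance ratio.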
# PI4K2A inh – qHTS for small molecular inhibitors of PI4K2A. Phosphatidylinositol 4-kinase type 2-alpha (Homo sapiens), Q9BTU6. purified PI4K2A, ADP-Glo luminescence, 1 h; hits give low values. activity change, negative = inhibition, % at 76.9 µM. hit rate 0.13% among 420,000. AID 1346378, 2018; in the data active means activity change below about -50%; inconclusive means mostly about -30% to -49%;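 further: -100% = wells without enzyme as full effect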
# Target sequence (Q9BTU6 whole entry, looked up): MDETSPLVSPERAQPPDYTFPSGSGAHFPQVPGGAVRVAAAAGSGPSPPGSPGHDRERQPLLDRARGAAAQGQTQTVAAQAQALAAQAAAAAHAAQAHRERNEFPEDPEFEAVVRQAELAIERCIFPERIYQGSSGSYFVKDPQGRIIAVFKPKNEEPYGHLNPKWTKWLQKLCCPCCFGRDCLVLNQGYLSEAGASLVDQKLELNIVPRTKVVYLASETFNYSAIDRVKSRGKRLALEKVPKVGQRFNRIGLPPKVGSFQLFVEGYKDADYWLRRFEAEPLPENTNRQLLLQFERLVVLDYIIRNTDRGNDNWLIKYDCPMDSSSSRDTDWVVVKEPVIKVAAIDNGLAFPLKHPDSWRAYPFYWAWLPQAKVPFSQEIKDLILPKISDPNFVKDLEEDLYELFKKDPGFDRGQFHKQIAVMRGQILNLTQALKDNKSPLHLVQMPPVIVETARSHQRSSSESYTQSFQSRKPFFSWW
#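 Compounds are screened against recombinant PI4K2A using PI as substrate and ATP, the latter dispensed at 300 microM. Reactions run one hour at ambient temperature before ADP-Glo detection; full inhibition defined by wells lacking enzyme.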
# GLS inh – qHTS for Inhibitors of Glutaminase (GLS). Glutaminase kidney isoform, mitochondrial (Homo sapiens), O94925. GLS enzymatic activity, qHTS titration. Potency, µM (titrated, usually from 45.5 µM), for the others: at the top dose activity change, negative = inhibition, most hits filed as inhibitors. hit rate 0.21% among 410,000. AID 624170, 2012; further: potency means the concentration at half of the fitted maximal effect; on the % scale 0 is the no-effect control and ±100 the full control effect
#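 Coupled fluorescence readout: glutamate oxidase/HRP/Amplex Red detect glutamate formed by hKGA from L-glutamine (1 mM solution added). Buffer 45 mM KH2PO4 pH 8.2, 0.02% Tween-20; reads at t0 and 30 min RT.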
# JMJD2A Tudor – qHTS Assay for Inhibitors of JMJD2A-Tudor Domain; Lysine-specific demethylase 4A (Homo sapiens), O75164; AlphaScreen JMJD2A-Tudor / H3K4me3 peptide binding; Potency, µM (titrated, usually from 114 µM), for inactives: top-dose activity change, negative = inhibition, actives largely listed as inhibitors; hit rate 4.4% among 390,000; further: potency means the concentration at half of the fitted maximal effect; on the % scale 0 is the no-effect control and ±100 the full control effect; nearly all actives have a fitted effect of over 50% in size
# G9a inh – qHTS Assay for Inhibitors of Histone Lysine Methyltransferase G9a; G9a H3K9 monomethylation, AlphaScreen, 2 h; Histone-lysine N-methyltransferase EHMT2 (Homo sapiens), Q96KQ7; hit rate 8.8% among 350,000; Potency, µM (doses to about 102 µM), inactives show top-dose activity, negative = inhibition, actives largely listed as inhibitors; AID 504332, 2011; further: potency means the concentration at half of the fitted maximal effect; on the % scale 0 is the no-effect control and ±100 the full control effect; nearly all actives have a fitted effect of over 75% in size
#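 Compounds were preincubated with 20 nM G9a for 15 min, after which biotinylated H3K9 peptide (500 nM) and SAM (20 uM) started a 2 h room-temperature reaction. Monomethylated product was quantified by antibody-based AlphaScreen chemiluminescence.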
# RGS4 inhibitor – Inhibitors of Regulator of G Protein Signaling (RGS) 4: qHTS; Regulator of G-protein signaling 4 (Homo sapiens), P49798; Transcreener GDP fluorescence polarization, RGS4-accelerated GTP hydrolysis; Potency, µM (highest dose often 114 µM), without a hit: top-dose activity change, negative = inhibition, actives largely listed as inhibitors; hit rate 0.039% among 390,000; AID 504845, 2011; further: potency means the concentration at half of the fitted maximal effect; on the % scale 0 is the no-effect control and ±100 the full control effect; nearly all actives have a fitted effect of over 75% in size; some results filed as inactive show a strong effect at the top dose
#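 MLSMR compounds (23 nl, pin-transferred) preincubated 10 min at room temperature with a 500nM (2x) first reagent, then RGS4 at 900nM (2x) plus Transcreener GDP mix added; fluorescence polarization (620/688 nm) read before and after 90 min at 30 °C.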
# HP1b chromo inh – HTS for Inhibitors of HP1-beta Chromodomain Interactions with Methylated Histone Tails; Chromobox protein homolog 1 (Homo sapiens), P83916; AlphaScreen HP1-beta / biotin-H3K9me3 peptide binding; Potency, µM (titrated, usually from 114 µM), for inactives: top-dose activity change, negative = inhibition, hits mostly inhibitors; hit rate 0.56% among 390,000; further: potency means the concentration at half of the fitted maximal effect; nearly all actives have a fitted effect of over 70% in size; inactives centre near 23
#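 Compound inhibition of the preformed complex between 50 nM HP1-beta and 50 nM biotinylated H3K9me3 peptide was read by AlphaScreen. Buffer was PBS pH 7.4 with 0.01% Tween-20. Incubations ran 30 min at room temperature, with 10 ug/mL donor/acceptor beads.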
# ERG Ets-DNA blk – qHTS for Small Molecule Inhibitors of the ERG Ets/DNA interaction; Transcriptional regulator ERG (Homo sapiens), P11308; fluorescence polarization, His-ERG Ets domain / labelled DNA; Potency, µM (highest dose often 76.9 µM), without a hit: top-dose FP activity, negative = inhibition, usual class: inhibitors; hit rate 0.028% among 370,000; AID 624246, 2012; active means well fitted inhibition curve with a large enough effect in the polarisation, with a control signal flat; inconclusive means small, poorly fitted or top-dose-only effect, or effect the other way, or a change in a side signal; inactive means no such curve, though single readings can be large or run the other way; the % refers to the polarisation;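 further: polarization taken with two DNA probes labelled with fluorescein and Texas red; potency means the concentration at half of the fitted maximal effect; % of control where 0% means no effect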
# Target sequence (P11308 whole entry, looked up, the tested form may be a part): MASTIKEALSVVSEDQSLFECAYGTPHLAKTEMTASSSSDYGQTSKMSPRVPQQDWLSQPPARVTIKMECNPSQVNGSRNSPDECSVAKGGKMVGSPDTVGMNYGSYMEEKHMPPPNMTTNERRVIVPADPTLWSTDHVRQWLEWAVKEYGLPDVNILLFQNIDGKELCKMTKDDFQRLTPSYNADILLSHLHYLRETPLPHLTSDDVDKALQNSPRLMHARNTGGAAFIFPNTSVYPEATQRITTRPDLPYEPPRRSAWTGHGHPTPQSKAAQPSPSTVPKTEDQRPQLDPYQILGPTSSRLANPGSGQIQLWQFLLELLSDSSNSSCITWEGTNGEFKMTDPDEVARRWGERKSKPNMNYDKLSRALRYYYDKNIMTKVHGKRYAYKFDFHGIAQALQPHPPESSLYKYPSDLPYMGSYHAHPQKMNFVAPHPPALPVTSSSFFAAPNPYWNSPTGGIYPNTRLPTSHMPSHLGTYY
#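 His-tagged ERG Ets domain (1 uM in the protein solution; 300mM KCl, 50mM Tris-HCl, 1mM EDTA, 1mM DTT, pH 7.5) received compound, then a probe mix of 5 nM fluorescein-DNA and 100nM Texas-615-DNA. Fluorescence polarization was read for both dyes.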
# Active calls of the source: *; ? = inconclusive; / = no result given; & = joins results of further samples; [ ] = dose if it differs, or a comment. Unless noted, the call rests on the fitted dose curve; in most records, active means well fitted curve in the direction sought with a large enough effect; inconclusive means small, poorly fitted or top-dose-only effect, or another doubt; inactive means no such curve, though single readings can be large; an effect the other way counts as inactive or inconclusive.
SMILES,BAZ2B inh,ALOX12 inh,PI4K2A inh,GLS inh,JMJD2A Tudor,G9a inh,RGS4 inhibitor,HP1b chromo inh,ERG Ets-DNA blk
COc1ccc(C2=C(C=Nc3c(C)n(C)n(-c4ccccc4)c3=O)C(c3ccccc3C)c3ccccc3O2)cc1OC (stereo not drawn),?,-29%,3,0%,?,?,1%,1%,1%
CC(C)=C(NC(=O)c1ccccc1)C(=O)NCc1ccccc1,-16%,14%,3,-15%,-4%,30%[59 µM],1%,39%[activator],-6%
O=S(=O)(NC1CC1)c1ccc(Cl)cc1,-4%,0%,0,-6%,-8%,12%,-20%,52%[activator],6%
CC(C)CC(NC(=O)C(NC(=O)OC(C)(C)C)C(C)C)C(=O)N1CCCC1C(N)=O (stereo not drawn),3%,290%[activator],-2,3%,-2%,11%,-6%,44%[activator],12%
COc1ccc(NC(=O)CCCC(=O)NCCc2ccc(OC)c(OC)c2)cc1,-8%,0%,2,-1%,-6%,7%,24%,11%,-8%
COCCCn1c(=O)c2sccc2n2c(CCCC(=O)NCc3ccc(F)cc3)nnc12,1%&-4%,33%&0%[activator],4&0,1%&3%,-11%&12%,1%,10%[11.4 µM],61%&61%[activator],11%&2%
COc1ccc(OC)c(/C=C/C(=O)N(C)CC(=O)Nc2ccc(C)cc2)c1,3%,-31%,-4,8%,4%,-50%,15%,25%,-9%
COc1ccc(/C=C(\C#N)c2c[nH]c3ccccc23)cc1,3%,?,3,-9%,21%,40µM*,-11%,110%[activator],30%
O=C(NCc1cc([N+](=O)[O-])ccc1O)c1cccnc1Sc1ccc(Cl)cc1,-10%,?,1,-1%,-24%,63%,-10%,2%,7%
COc1ccc(C)cc1COC(=O)c1[nH]c(C)c(C(C)=O)c1C,-14%,-35%,8,-1%,-15%,?,2%,18%,21%
Cc1nnc(SCC(=O)Nc2sc3c(c2C#N)CCCC3)[nH]c1=O,-7%,?,-12,35%,-32%,?,?,-16%,6%
CCOC(=O)c1cc(NC(=O)C2C3CCC(O3)C2C(=O)O)cc(C(=O)OCC)c1 (stereo not drawn),2%,-13%,7,-7%,2%,/,-9%,36%[activator],-15%
O=C(COc1ccccc1O)NNc1ccccc1,-4%,-29%,-2,-2%,2%,16µM*,-25%,40%[activator],5%
CCc1ccc(C(=O)CSC2=C(C#N)C(c3ccco3)C(C(C)=O)=C(C)N2)cc1 (stereo not drawn),-3%[57.1 µM],/,/,/,-10%,40µM*,-21%,49%[activator],/
COc1ccccc1NC(=O)Nc1ccc2c(c1)CCC2,-12%,495%[activator],2,-13%,-8%,-9%,13%,30%,16%
COc1ccc(/C=C/C(=O)Oc2cccc(/C=N/NC(=O)COc3c(C)cccc3C)c2)cc1,100µM*,38%[activator],-3,12%,2%,-80%[12.7 µM],5%,20%,-12%
COc1cccc(NC(=O)CN(C)C(=O)CN2C(=O)NC(C)(c3ccc4ccccc4c3)C2=O)c1 (stereo not drawn),-6%,-26%,3,1%,?,-49%[0.501 µM],-19%,9%,5%
CSCCC(NS(=O)(=O)c1ccccc1F)C(=O)NCC(C)(C)N1CCOCC1 (stereo not drawn),-2%,32%[activator],0,2%,1%,16%[59 µM],5%,22%,-5%
COc1ccccc1NS(=O)(=O)c1cccc(C(=O)NCC2(N(C)C)CCCCC2)c1,9%,3%,2,1%,-13%,15%[2.33 µM],8%,29%,6%
O=c1[nH]c(-c2cccnc2)nc2ccccc12,5%,-22%,-2,4%,8%,-27%,-24%,26%,0%
O=C(Nc1n[nH]c(C2CCCCC2)n1)C1CCCCC1,-1%,7%[57.4 µM],-2,-2%,-20%,-2%[12.7 µM],-7%,36%,/
CC(C)CN(C(=O)C1CC1)c1c(N)n(Cc2ccccc2)c(=O)[nH]c1=O,2%,17%,1,-2%,-21%,-25%,14%,-3%,-5%
CC(=O)Nc1ccc(N2CCN(c3ccc(F)cc3)CC2)cc1,4%,-1%,1,28%,-3%,-18%[2.33 µM],-2%,11%,2%
O=[N+]([O-])c1nn(-c2cccc(Cl)c2)n(O)c1=NCc1cccnc1,?,-24%,1,9%,?,7.9µM*,-16%,-21%,-7%
COc1cccc(N2CCN(C(=O)c3cccnc3)CC2)c1,-12%,4%,-1,11%,-8%,-7%[12.7 µM],-3%,12%,4%
CCOC(=O)c1ccc(CNC(=O)Cn2nnc(-c3ccccc3F)n2)o1,-12%,-1%,0,-6%,3%,24%[12.7 µM],-13%,24%,5%
COCCOc1cc(COC)nc(-c2cccc(C)c2)n1,16%,-26%,6,3%,3%,39%[59 µM],-7%,72%[activator],-4%
COc1cc2nncc(SC)c2cc1OC,/,-20%,2,-11%,-19%,/,17%,9%[57 µM],5%
Cc1cccc(-n2c(=O)c3c(c4cc(C)ccc4n3C)n(CC(=O)N3CCCC3)c2=O)c1,-12%,-9%,1,6%,-18%,-19%[59 µM],30%,26%,0%
O=C(Cn1cc2c(n1)CCCC2)N1CCOCC1,12%,423%[activator],6,-7%,-2%,15%,-15%,47%[activator],3%
CN(CCc1cn[nH]c1)Cc1nc(C(c2ccccc2)c2ccccc2)no1,-25%,-6%,1,0%,-21%,15%,12%,9%,5%
Cc1ccccc1CNC(=O)c1ccccc1,4%,18%,-1,6%,-17%,-16%[59 µM],-10%,26%,/
CN(C)c1ccnc(Nc2ccc(O)cc2)c1C#N,-4%,-6%,-7,-3%,5%,-31%,-31%,35%,14%
COC(=O)c1ccc(COc2ccccc2[N+](=O)[O-])o1,-2%,7%,1,-7%,-4%,-23%[59 µM],5%,37%,?
CCOC(=O)C1=C(Nc2ccccc2)OCC1=O,8%,0%,1,-6%,-19%,2%[59 µM],2%,31%,-2%
CN(Cc1ccc(C(C)(C)C)cc1)C(=O)c1ccc2c(c1)OCO2,3%,-12%,1,10%,2%,6%,11%,38%,22%
CN(CCOc1ccc(Cl)c(Cl)c1)Cc1ccccc1,?,-24%,7,-11%,20µM*,/,11%,-23%,-13%
CC(=O)c1ccc(C(=O)N2CCCC(C(=O)c3cc(F)ccc3F)C2)s1 (stereo not drawn),-17%,19%,-20,1%,-3%,-3%,4%,35%,5%
CCOC(=O)c1c(S(=O)(=O)NCC(=O)Nc2cc(C)ccc2OC)c(C)n(C)c1C,-26%&-27%,7%&-3%,0&-6,3%&-2%,-26%&-16%,-5%[59 µM],4%&-17%,21%&9%,-2%&-1%
COc1cccc(CN2CCCC(CNC(=O)c3ccc(F)cc3)C2)c1OC (stereo not drawn),-4%,-13%,0,-5%,-4%,22%,-20%,26%,-3%
O=C(C1CCN(S(=O)(=O)N2CCOCC2)CC1)N1CCN(Cc2ccccc2)CC1,-25%,10%,-8,6%,-15%,43%[59 µM],-3%,27%,4%
O=C(c1ccc(Cl)cc1)N1CCC(O)(CSc2ccc(Cl)cc2)CC1,3%,?,-9,8%,-16%,13%,5%,23%,-13%
COc1ccccc1C(=O)O/N=C(\c1ccccc1)c1ccncc1,-16%,-9%,2,7%,-6%,-15%,-2%,24%,0%
CC(=O)Oc1cccc(C(=O)Nc2ccc(NC(=O)c3cccs3)cc2)c1,-4%,49%[activator],-4,5%,-3%,/,48%,15%,1%
CCc1nc(SCC(=O)c2ccccc2)c2c(=O)n(C)c(=O)n(C)c2n1,?,-2%,-1,-1%,-5%,-12%,-8%,40%[activator],2%
O=C(Cn1cnc(Cl)c1Cl)c1ccccc1,-14%,-11%,-6,-1%,-15%,-2%,-2%,11%,-12%
N#CCCn1nc(-c2ccccc2)cc1Nc1ccccc1NC(=O)C(F)(F)F,9%,-1%,1,34%,-17%,-11%,6%,13%,-14%
COC(=O)c1ccc(NC(=O)CSc2ccccc2)cc1,12%,-14%,-1,12%,32µM*,-2%[59 µM],?,?,5%
Cc1ccc(C(=O)N2CCN(c3cccc(Cl)c3)CC2)cc1C,4%,-8%[57.4 µM],6,10%,-21%,2%[12.7 µM],0%,18%,-4%
CCSC1=N/C(=C\c2ccc(C)s2)C(=O)S1,-30%,-29%,-1,-3%,-5%,?,-7%,25%,-1%
COCCn1c(N2CCN(c3ccccc3)CC2)nc2c1c(=O)n(C)c(=O)n2C,4%,4%,-1,-11%,-5%,5%,-12%,16%,-4%

# The list is partial, so the mix of outcomes need not match the whole.
